# Screens (PubChem BioAssay)
# BH1578 lux ind – inducers of Vibrio cholerae quorum light production without autoinducers | V. cholerae BH1578 lux reporter, luminescence, 6 h | activation, % at 18.7 µM | 350,000 tested, 0.16% active | AID 588436; in the data active = activation mostly above about 9.7%, no sharp cut-off; also: not every result past the cut was called active; inactives centre near 0; reference of the scale not given here
# GDH-TPI counter – counter-screen for M. tuberculosis FBA inhibitors: GDH-TPI coupled enzymes; GDH-TPI coupled enzyme counterscreen, NADH absorbance; inhibition, % at 4.8 µM; 360,000 tested, 1.2% active; AID 588335; in the data active = inhibition above about 30%;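 also: 0% = DMSO wells and 100% = wells lacking the enzyme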
# SARS 3CLpro inh – SARS-CoV 3CLpro protease inhibition. 290,000 tested, 0.14% active. P0C6X7. inhibition, % at 6 µM. recombinant SARS-CoV 3CLpro, quenched FRET peptide cleavage; in the data active = inhibition above about 12%
# FBA Mtb inh – inhibits M. tuberculosis FBA enzyme. 360,000 tested, 2.3% active. AID 588726. inhibition, % at 1 µM. purified M. tuberculosis FBA, fluorescence read-out; in the data active = inhibition above about 27%;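 also: 0% = vehicle and 100% = reference inhibitor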
# Target sequence (P9WQA3 whole entry, looked up): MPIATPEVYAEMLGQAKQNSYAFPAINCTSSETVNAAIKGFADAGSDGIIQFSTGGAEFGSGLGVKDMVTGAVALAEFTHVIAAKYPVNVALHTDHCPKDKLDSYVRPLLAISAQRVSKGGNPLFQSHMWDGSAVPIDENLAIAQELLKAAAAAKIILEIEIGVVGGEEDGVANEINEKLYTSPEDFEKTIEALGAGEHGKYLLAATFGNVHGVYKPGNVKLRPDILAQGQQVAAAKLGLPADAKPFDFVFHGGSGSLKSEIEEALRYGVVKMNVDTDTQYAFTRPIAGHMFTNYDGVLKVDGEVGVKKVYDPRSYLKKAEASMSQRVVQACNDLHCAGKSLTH
# DUSP3 inh – DUSP3 (human) phosphatase inhibition; P51452; recombinant VHR phosphatase, pNPP absorbance; inhibition, % at 13.3 µM; 290,000 tested, 0.52% active; in the data active = inhibition above about 50%; also: some compounds called inactive have numbers as strong as hits
# Target sequence (P51452 whole entry, looked up): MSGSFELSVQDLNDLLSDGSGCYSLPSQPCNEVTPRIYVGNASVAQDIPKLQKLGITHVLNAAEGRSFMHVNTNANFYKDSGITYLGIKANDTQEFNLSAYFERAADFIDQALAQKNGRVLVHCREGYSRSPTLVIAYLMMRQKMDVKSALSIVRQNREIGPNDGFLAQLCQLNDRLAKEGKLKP
# BioA inh – BioA (M. tuberculosis) enzyme inhibition | purified M. tuberculosis BioA enzyme, plate reader | inhibition, % at 9.99 µM | 360,000 tested, 0.096% active; in the data active = inhibition above about 40%
# SSB-PriA inh – blocks PriA binding to SSB C-terminal tail; AlphaScreen SSBct-PriA binding, biotinylated peptide; inhibition, % at 33 µM; 430,000 tested, 0.6% active; AID 1272365; in the data active = inhibition mostly above about 37%, no sharp cut-off; inactive = mostly below about 20%;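 also: plate controls were negative control peptide for no effect and reference peptide for full effect; strong numbers were not always called active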
# Rv3671c protease – inhibits the M. tuberculosis serine protease Rv3671c. P9WHR9. inhibition, % at 5.96 µM. 320,000 tested, 0.048% active. AID 2606; in the data active = inhibition above about 38%;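 also: extracellular domain of Rv3671c used as enzyme; 0% = enzyme with DMSO and 100% = no enzyme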
# Target sequence (P9WHR9 whole entry, looked up, the tested form may be a part): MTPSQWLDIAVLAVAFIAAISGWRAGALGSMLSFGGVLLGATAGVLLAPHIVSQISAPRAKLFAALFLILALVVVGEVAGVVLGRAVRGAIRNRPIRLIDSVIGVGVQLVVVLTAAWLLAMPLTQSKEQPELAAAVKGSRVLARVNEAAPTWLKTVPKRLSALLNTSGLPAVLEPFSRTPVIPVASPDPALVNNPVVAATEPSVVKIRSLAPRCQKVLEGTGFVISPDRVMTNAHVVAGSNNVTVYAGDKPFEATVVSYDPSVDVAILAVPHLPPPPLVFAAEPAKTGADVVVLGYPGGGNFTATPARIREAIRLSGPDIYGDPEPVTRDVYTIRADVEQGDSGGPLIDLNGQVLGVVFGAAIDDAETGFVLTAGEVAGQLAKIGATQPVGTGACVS
# MazF activator – MazEF (E. coli) toxin RNase activation. P0AE70. FAM/BHQ RNA-DNA oligo cleavage fluorescence, 5 h. activation, % at 20 µM. 350,000 tested, 0.32% active. AID 504720; in the data active = activation above about 50%
# Target sequence (P0AE70 whole entry, looked up): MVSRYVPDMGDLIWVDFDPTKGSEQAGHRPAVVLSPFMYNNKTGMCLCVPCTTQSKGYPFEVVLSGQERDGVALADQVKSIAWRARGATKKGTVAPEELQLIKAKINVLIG
# UGM FP inh – blocks M. tuberculosis UGM enzyme | 320,000 tested, 0.06% active | AID 504406 | inhibition, % at 10 µM | P9WIQ1 | purified UGM, fluorescence polarization probe displacement; in the data active = inhibition above about 10%, passing the limit was not always enough
# Active calls of the source: *; i = inactive; · = no result given; & = joins results of further samples.
canonical_smiles	BH1578 lux ind	GDH-TPI counter	SARS 3CLpro inh	FBA Mtb inh	DUSP3 inh	BioA inh	SSB-PriA inh	Rv3671c protease	MazF activator	UGM FP inh
COCCNC(=O)C(c1ccc(O)cc1)N(Cc1ccco1)C(=O)CCC(=O)Nc1ccccn1 (configuration not stated)	-0.2	2	-6	0	17	1.8	2	-4	3	-2.7
COCc1ccc(CN2CCCC(C(=O)c3sccc3C)C2)o1 (configuration not stated)	i	1	-2	2	30	-1.3	-3	11	6	-2.2
Cc1ccc(Oc2ncccc2N)c2c1CCC2	-7.1	10	-1	-2	12	-0.3	-1	3	5	0.6
COc1ccc(C(=O)N2CCC(n3nnc4cc(F)ccc43)CC2)cc1OC	-0.2	-7	-3	-1	17	·	-25	3	2	2.1
O=C1NC(=S)/C(=C\c2ccc(-c3ccccc3Cl)o2)S1	-0.3	4	-2	-3	-10	·	7	2	-2	1.0
COc1ccccc1N(C(C)=O)C1=C(Cl)C(=O)c2ccccc2C1=O	i	4	·	0	·	0.0	·	·	4	·
Cc1ccc(CNC(=O)CSc2nc3n[nH]c(C)c3c(=N)n2-c2cccc(C)c2)cc1	-0.3	4	1	2	4	-0.8	-9	-6	1	-1.1
CN(CC(=O)Nc1n[nH]c(=S)s1)S(=O)(=O)c1cccc2cccnc12	-3.0	2	2	-1	28	-0.6	-5	2	13	3.4
COc1cc(/C=N/O)cc(Br)c1OS(=O)(=O)c1ccc(C)cc1	·	-2	1	-1	-4	1.1	·	-19	4	0.8
COC(=O)C1=C(C(=O)OC)[C@@H]2N(Cc3ccccc3)c3ccccc3[C@@]23C[C@@H](C(=O)OC)N(C(=O)c2cccs2)C3=N1	0.5	19	·	1	-16	-1.0	-5	-6	0	1.4
CC(=O)Nc1ccc(Oc2ccc(-c3noc(C)n3)cc2)cc1	i	-1	3	1	-3	-0.1	-5	-2	7	3.1
COc1ccc(CNC(=O)Nc2cccc(C(F)(F)F)c2)cc1OC	-0.2	4	7	2	-22	·	-2	-6	3	0.7
CC(=O)C1(C)N(O)C(C)(C)C(c2ccco2)=[N+]1[O-] (configuration not stated)	-0.3	3	-4	-3	45	-0.4	-7	-6	3	0.6
CC(=O)c1ccc(NC(=O)CCc2nnc3ccc(N4CCC5(CC4)OCCO5)nn23)cc1	i	-10	2	-6	-2	0.2	-1	4	6	-0.5
CCC(C)NC(=O)CSc1nc2ccc(N3CCOCC3)cc2c(=O)n1CCc1ccccc1 (configuration not stated)	·	·	-1	·	17	·	·	-5	·	-0.8

# 5 entries from above, with two lines to a compound:
# The line under a structure holds: BH1578 lux ind | GDH-TPI counter | SARS 3CLpro inh | FBA Mtb inh | DUSP3 inh | BioA inh | SSB-PriA inh | Rv3671c protease | MazF activator | UGM FP inh
COc1cc(/C=N/O)cc(Br)c1OS(=O)(=O)c1ccc(C)cc1
 : · | -2 | 1 | -1 | -4 | 1.1 | · | -19 | 4 | 0.8
COC(=O)C1=C(C(=O)OC)[C@@H]2N(Cc3ccccc3)c3ccccc3[C@@]23C[C@@H](C(=O)OC)N(C(=O)c2cccs2)C3=N1
 : 0.5 | 19 | · | 1 | -16 | -1.0 | -5 | -6 | 0 | 1.4
CC(=O)Nc1ccc(Oc2ccc(-c3noc(C)n3)cc2)cc1
 : i | -1 | 3 | 1 | -3 | -0.1 | -5 | -2 | 7 | 3.1
COc1ccc(CNC(=O)Nc2cccc(C(F)(F)F)c2)cc1OC
 : -0.2 | 4 | 7 | 2 | -22 | · | -2 | -6 | 3 | 0.7
CC(=O)C1(C)N(O)C(C)(C)C(c2ccco2)=[N+]1[O-] (configuration not stated)
 : -0.3 | 3 | -4 | -3 | 45 | -0.4 | -7 | -6 | 3 | 0.6

# New compounds follow
canonical_smiles	BH1578 lux ind	GDH-TPI counter	SARS 3CLpro inh	FBA Mtb inh	DUSP3 inh	BioA inh	SSB-PriA inh	Rv3671c protease	MazF activator	UGM FP inh
Cc1ccc2[nH]c(C(=O)N3CCCCC3)cc2c1	0.9	3	1	3	-8	6.0	-1	-1	-3	-0.8
O=C(NCC1CCCO1)/C(=C\c1ccccc1)NC(=O)c1ccccc1 (configuration not stated)	-0.3	-4	1	0	-4	0.0	-2	-5	5	1.3
C=CCN1C(c2cccc(C(F)(F)F)c2)=CS/C1=C(\C#N)c1nnc(N2CCOCC2)n1-c1ccccc1	-0.8	14	·	0	·	1.6	·	·	-1	·
CC(C)=C1C2CCC1C(C(=O)Nc1sc(C)c(-c3ccc(C(C)C)cc3)c1C(N)=O)C2C(=O)O (configuration not stated)	-0.2	3	1	3	2	-1.2	9	-1	-5	1.8
COc1cc(OC)cc(C(=O)Nc2nnc(NC(=S)Nc3ccccc3)s2)c1	-0.4	15	-3	1	-7	·	-3	-12	4	-1.4
COc1ccc(/C=N/Nc2nc(C)cc(-c3ccccc3)n2)c(OC)c1	-0.4	13	1	4	-16	-1.7	·	-4	-6	1.5
Cc1ccc(-c2csc3nc4c5ccccc5c(NCCCN5CCOCC5)nn4c(=O)c23)cc1	·	·	0	·	20	·	·	-2	·	-1.4
CC(C)C[C@H]1CN([C@@H](CC(C)C)CN2CCCC2CN2C(=S)NC[C@@H]2Cc2ccc(O)cc2)C(=S)N1CCc1ccccc1 (some centres not stated)	-1.0	8	·	0	·	-0.6	-14	·	-5	·
CCc1nnc(NC(=O)c2sc3nc(C)cc(COC)c3c2N)s1	-0.3	9	3	13	4	0.2	-12	-12	1	0.6
O=C(O)CCC(=O)Nc1ccc(Sc2ccc([N+](=O)[O-])cc2)cc1	-0.4	8	4	-1	-8	·	-12	-8	0	-1.7
NC(Cc1ccc(O)cc1)C(=O)NN=Cc1ccc(N(CCCl)CCCl)cc1 (configuration not stated)	8.3	50*	·	23	·	-1.3	4	·	16	·
COc1ccc(NC(=O)CSC2CCCCC2)cc1	0.7	0	-3	-1	-8	3.9	0	6	-2	-0.5
O=C(Nc1ccc(C(=O)N2CCCC2)cc1)c1ccccc1[N+](=O)[O-]	-0.5	10	3	-4	22	·	0	3	-4	1.5
Cc1cc(N/N=C/c2ccc(O)cc2O)nc(-n2nc(C)cc2C)n1	-0.2	36*	-1	0	-5	-1.7	·	-7	10	0.0
COc1ccc(-c2cc(-c3ccccc3)c(C#N)c(SCC(=O)Nc3ncc(C)s3)n2)cc1	i	2	0	3	-3	-1.6	-4	-132	-26	2.1
CC(=O)N1c2ccc(S(=O)(=O)N3CCCC(C(=O)Nc4ccc(C)cc4)C3)cc2CC1C (configuration not stated)	-0.4	5	·	4	·	0.4	·	·	·	·
COc1ccc(CC(=O)Nc2ccc(S(=O)(=O)N(C)C)cc2)cc1OC	i	2	2	-1	5	0.9	-2	-2	3	2.5
COC(=O)c1ccc(CSc2nnc(C)s2)cc1	7.1	-15	6	3	15	1.3	-3	-8	2	-0.2
OCCC1CN(CCCc2ccccc2)CCN1Cc1ccc(F)cc1 (configuration not stated)	i	13	4	2	56*	0.1	0	-2	-7	-0.7
CC(C)CCSc1nc2c(c(=O)[nH]c(=O)n2C)n1CCCc1ccccc1	-0.9	6	-4	2	-32	-3.0	-13	-8	-7	0.3
COC(=O)C1=C(C)N(c2ccc(Br)cc2)C(=O)/C1=C\c1ccco1	-0.3	6	2	-2	8	2.2	0	8	10	-1.1
Cc1cnc(C(=O)Nc2nnc(C)s2)cn1	i	6	2	-4	36	·	-11	7	0	-0.5
O=C(Cc1n[nH]c(=O)c2ccccc12)OCC(=O)c1ccc(F)c(F)c1	i	2	·	4	·	-0.8	12	0	0	-0.7
Cc1cccc(NC(=S)NC23CN4CN(CN(C4)C2)C3)c1C	-0.2	1	-2	3	-5	·	-1	-1	14	-2.4
CS(=O)(=O)N(CC(=O)NCC1CCCO1)c1ccc(Cl)c(Cl)c1 (configuration not stated)	i	0	-2	5	24	-0.9	-4	-8	-4	-0.3
CC(NS(=O)(=O)c1ccccc1)C(c1cccs1)N1CCN(C)CC1 (configuration not stated)	0.9	3	0	4	29	-1.9	-14	-4	-1	-0.7
Cc1cc2nc(C(F)(F)F)cc(-c3cccs3)n2n1	0.1	4	-3	9	20	·	-17	-5	-7	0.1
Cn1c(=S)ccc2ccccc21	-0.5	4	-5	-1	11	·	8&0	-7	-14	-0.1
CCOc1ccccc1NC(=S)N1CCN(c2nc(-c3ccc(F)cc3)cs2)CC1	-2.0	-8	2	0	33	·	-4	3	13	3.0
O=C(COC(=O)c1cc([N+](=O)[O-])ccc1NCCO)Nc1cccc(S(=O)(=O)N2CCCC2)c1	i	21	·	1	·	-0.8	14	-16	0	1.0
Nc1ncnc(N)c1NC(=O)c1ccc(OCc2ccccc2)cc1	i	-3	·	-3	·	·	·	·	-1	·
CNC(=S)N=Nc1c(O)[nH]c2ccc(C(C)C)cc12	i	16	4	-2	0	-0.5	29	4	4	-1.9
O=C(CN1CCOCC1)NCc1ccccc1	i	-1	-10	3	10	0.1	1	-1	-5	2.1
CSc1ccccc1NC(=O)c1cc(Cl)sc1Cl	i	-10	5	-2	2	-0.1	-45	-1	1	-0.5
Cc1ccc(SCC(=O)NCc2ccncc2)cc1	-0.4	2	2	4	8	·	16	3	-6	-0.5
CCOc1ccc2nc(NC(=O)c3cc([N+](=O)[O-])ccc3N3CCOCC3)sc2c1	0.6	25	0	-1	-7	0.4	16	0	3	2.9
CCOC(=O)C1=C(N)Oc2cc(O)ccc2C1c1cccnc1 (configuration not stated)	-0.2	2	1	2	21	·	2	-1	1	1.8
CCN(CC)S(=O)(=O)c1ccc(-c2nnc(SCc3nnc(-c4ccc(C)cc4)o3)n2CC)cc1	-0.3	21	4	-2	21	13	0	-5	4	3.9
C=CCn1c(SC(C)C(=O)NCCC2=CCCCC2)nc2ccccc2c1=O (configuration not stated)	-0.1	3	0	0	12	-2.0	-3	-3	4	0.4
COC(=O)CSc1nnc(SCc2ccc(OC)cc2)s1	-0.2	3	-6	0	-9	-2.6	-32	4	4	-1.6
CCn1cc(C(=O)NC2CCCCC2C)c(=O)c2ccc(C)nc21 (configuration not stated)	30*	14	2	-4	4	-1.8	-10	-8	-2	0.4
CN(C)c1cccc(C(=O)NCC2CCCO2)c1 (configuration not stated)	i	-1	0	7	20	-1.0	-7	7	0	-2.2
COc1ccc(OC)c(NC(=O)c2c3c(nc4ccccc24)CCC3)c1	0.2	2	2	-1	6	0.2	3	-5	-4	-1.3
Cc1cc(C)n(C(=O)c2ccc(C)o2)n1	2.9	7	3	5	21	-0.7	-25	-3	12	1.4
COc1ccc(C2CC(=O)C3=C(C2)NC(C)=C(C(=O)Nc2ccccc2C)C3c2coc3ccc(C)cc3c2=O)cc1OC (configuration not stated)	-1.0	11	0	-4	20	-0.3	-1	-19	0	0.3
CCOC(=O)Cc1csc(NC(=O)CSc2ncnc3c2cnn3-c2ccc(OC)cc2)n1	-0.6	1	-3	-3	15	2.4	-9	-24	2	2.4
CCCCNc1nc2c(S(=O)(=O)c3ccccc3)nnn2c2ccccc12	i	5	5	-1	6	-0.3	-7	3	-10	2.9
CCCN(CCC)c1ncnc2c1cnn2-c1ccc(OC)cc1	i	3	2	6	7	15	-38	-3	-3	1.9
CC(=O)Oc1ccc(Nc2ccccc2)cc1	·	-1	4	1	6	·	-3	-3	-10	4.2
Cc1ccc(Cl)cc1N1CCN(C(=O)Cc2ccc(-n3c(=O)[nH]c4ccsc4c3=O)cc2)CC1	-0.2	6	-2	-1	-4	·	-4	-12	-2	-1.7
CCCCOc1ccc(C(C)NC(=O)CCS(=O)(=O)Cc2ccc(C)cc2)cc1 (configuration not stated)	-2.7	2	5	-5	13	-1.9	-5	-1	2	0.2
Cc1ccccc1Cn1c(=O)c2c(nc3n2CCN3Cc2ccco2)n(C)c1=O	0.1	3	·	3	·	·	-15	·	3	·
O=C(CSc1nnc(-c2ccccc2)o1)NC1CCCCC1	-7.7	-2	-5	-1	10	-2.3	-12	2	-6	0.3

# The list is partial, so the mix of outcomes need not match the whole.
